High-throughput results deposited in PubChem by several laboratories.
TROY NFkB inh = inhibitors of TROY-dependent NF-kB signaling. AID 1347056. Q293 LMP1-TROYcd NF-kB luciferase reporter, 4 h. 0.98% of 360,000 active. inhibition, % at 10 µM;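 active = compounds whose plate-normalised and pattern-corrected inhibition of the luciferase reporter signal at the single screening dose is 50% or more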
TRAIL sens C8 = sensitizes caspase-8 expressing cells to TRAIL. inhibition (viability loss, TRAIL sensitization), % at 10 µM. NB7+C8 cells + TRAIL, ATPlite viability luminescence. 1% of 360,000 active;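 active = compounds causing at least 50% loss of cell viability in the single-dose screen, relative to plate controls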
TLR9-MyD88 inh = blocks human TLR9 binding to MyD88 | 0.21% of 340,000 active | Q9NR96+Q99836 | CHO BLA complementation TLR9-MyD88, CCF4 FRET ratio | inhibition, % at 4.98 µM | AID 504734;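 active = inhibition above the mean over all tested compounds plus 3 SD, cut at about 21% in these data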;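 note: 0% = DMSO only wells and 100% = clavulanate BLA inhibitor control wells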
NR5A2 inv ag = suppresses constitutive activity of human LRH-1. HEK293T StAR-luciferase reporter, LRH-1 transfected, 24 h. inhibition, % at 3.6 µM. O00482. 0.13% of 360,000 active;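 active = inhibition above the mean inhibition of all tested compounds plus 3 SD, cut at about 73% in these data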;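 note: 0% = DMSO wells and 100% = reporter-only cells lacking LRH-1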
NOD2-RIPK2 inh = NOD2-RIPK2 protein interaction inhibition; O43353; CHO BLA complementation NOD2-RIPK2, CCF4 ratio; inhibition, % at 4.98 µM; 0.38% of 360,000 active; in the data active = inhibition above about 21%;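 note: 0% = vehicle only and 100% = reference blocker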
EBV LMP1 NFkB = Epstein-Barr LMP1 NF-kappaB reporter inhibition; AID 504558; LMP1-induced NF-kappaB luciferase reporter cells, luminescence; inhibition, % at 12.5 µM; 0.69% of 350,000 active; in the data active = inhibition above about 41%; inconclusive = no clear call, values can overlap the other calls;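 note: 0% = neutral control wells and 100% = reference inhibitor control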
COUP-TFII inh = NR2F2 (human) inhibition, primary screen; 0.7% of 370,000 active; HEK293T NGFI-A luciferase reporter, luminescence; inhibition, % at 8.6 µM; AID 686940;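 active = inhibition above a per-plate cutoff, mean inhibition of test wells between control levels plus 3 SD, cut at about 38% in these data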;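 note: cells cotransfected with COUP-TFII expression vector driving the NGFI-A reporter; 0% = median of COUP-TF2 test wells and 100% = reporter-only cells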
NCOA3 inh = human NCOA3 inhibition. Q9Y6Q9. HEK293 GAL4-SRC3 luciferase reporter, luminescence. inhibition, % at 3.6 µM. 0.17% of 360,000 active. AID 588352;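 active = inhibition above a per-campaign cutoff, the mean of all compounds plus 3 SD, cut at about 60% in these data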;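 note: 0% = DMSO-treated cells and 100% = gossypol-treated cells at 36 µM; higher means less SRC3-driven luciferase light from the GAL4 reporter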
SRC1 inh = inhibitors of human steroid receptor coactivator 1 (SRC1). inhibition, % at 3.6 µM. HEK293 GAL4-SRC1 luciferase reporter, luminescence. 0.12% of 360,000 active. AID 588354;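 active = inhibition above the campaign mean plus 3 SD, with each screening campaign given its own cutoff, cut at about 60% in these data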;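 note: 0% = DMSO treated cells and 100% = gossypol at 36 µM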
Target sequence (Q15788 whole entry, looked up, the tested form may be a part): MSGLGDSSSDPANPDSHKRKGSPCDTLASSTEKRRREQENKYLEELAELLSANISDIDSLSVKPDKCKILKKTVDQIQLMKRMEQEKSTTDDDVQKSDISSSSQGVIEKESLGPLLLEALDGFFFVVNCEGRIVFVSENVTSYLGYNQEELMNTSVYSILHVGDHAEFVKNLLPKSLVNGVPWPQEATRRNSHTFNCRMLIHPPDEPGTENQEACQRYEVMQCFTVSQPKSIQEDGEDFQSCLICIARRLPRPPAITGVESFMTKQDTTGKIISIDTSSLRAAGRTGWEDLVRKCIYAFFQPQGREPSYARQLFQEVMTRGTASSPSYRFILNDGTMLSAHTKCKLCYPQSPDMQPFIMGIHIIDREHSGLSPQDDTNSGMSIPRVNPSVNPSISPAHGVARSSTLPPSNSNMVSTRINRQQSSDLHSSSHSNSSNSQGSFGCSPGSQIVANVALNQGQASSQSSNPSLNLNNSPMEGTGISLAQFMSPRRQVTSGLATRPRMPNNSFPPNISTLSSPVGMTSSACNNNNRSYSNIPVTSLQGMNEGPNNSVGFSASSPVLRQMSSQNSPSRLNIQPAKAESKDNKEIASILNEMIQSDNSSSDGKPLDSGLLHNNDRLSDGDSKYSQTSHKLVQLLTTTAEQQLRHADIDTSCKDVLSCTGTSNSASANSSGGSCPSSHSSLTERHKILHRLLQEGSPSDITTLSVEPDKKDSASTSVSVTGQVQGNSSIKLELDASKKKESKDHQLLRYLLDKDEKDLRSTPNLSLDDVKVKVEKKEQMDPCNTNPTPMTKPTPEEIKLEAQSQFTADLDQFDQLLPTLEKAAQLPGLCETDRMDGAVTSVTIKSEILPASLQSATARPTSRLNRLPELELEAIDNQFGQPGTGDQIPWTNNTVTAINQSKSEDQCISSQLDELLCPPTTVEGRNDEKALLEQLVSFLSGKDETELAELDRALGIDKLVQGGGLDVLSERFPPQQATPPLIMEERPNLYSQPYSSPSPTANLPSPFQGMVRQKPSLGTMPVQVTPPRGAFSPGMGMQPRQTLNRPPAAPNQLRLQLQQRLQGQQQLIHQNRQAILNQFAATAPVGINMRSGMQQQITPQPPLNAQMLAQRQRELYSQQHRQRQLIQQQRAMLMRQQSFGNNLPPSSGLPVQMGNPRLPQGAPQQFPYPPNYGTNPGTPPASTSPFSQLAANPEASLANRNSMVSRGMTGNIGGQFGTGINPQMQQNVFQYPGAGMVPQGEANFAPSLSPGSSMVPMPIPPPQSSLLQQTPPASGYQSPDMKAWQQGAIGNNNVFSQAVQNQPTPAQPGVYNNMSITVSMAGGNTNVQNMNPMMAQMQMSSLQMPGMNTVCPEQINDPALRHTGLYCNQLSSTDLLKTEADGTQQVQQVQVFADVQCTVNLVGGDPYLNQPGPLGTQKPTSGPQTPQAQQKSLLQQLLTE
SRC2 inh = inhibits human steroid receptor coactivator 2. Q15596. HEK293 GAL4-SRC2 luciferase reporter, luminescence. inhibition, % at 9 µM. 0.17% of 370,000 active. AID 651957;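 active = inhibition above the mean inhibition of all tested compounds plus 3 SD, set per campaign, cut at about 52% in these data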;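 note: 0% = DMSO treated cells and 100% = cells given Gossypol at 36 µM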
Vif imaging = inhibitors of HIV Vif. AID 602346. HEK293T cells, Vif self-association by quenched fluorescence, imaging, 24 h. inhibition, % at 7.49 µM. 0.35% of 340,000 active; in the data active = inhibition above about 50%, passing the limit was not always enough; inconclusive = no clear call, values can overlap the other calls; inactive = below about 31%; note: some results filed as inactive read as strong as hits
The depositor's hits bear a star; ? = inconclusive; . = not tested or not shown. The list is partial; the hit share may differ from the screen's.

SMILES	TROY NFkB inh	TRAIL sens C8	TLR9-MyD88 inh	NR5A2 inv ag	NOD2-RIPK2 inh	EBV LMP1 NFkB	COUP-TFII inh	NCOA3 inh	SRC1 inh	SRC2 inh	Vif imaging
COc1ccccc1C(=O)N/N=C/c1ccc(Cl)s1	-32	1	4	-32	1	4	-18	-15	-18	-11	-5
CSc1ncccc1C(=O)OCC(=O)c1ccccc1	11	1	2	3	-6	-1	-11	13	-27	-13	7
CC(C)C(=O)Nc1ccc(Br)cc1Cl	-17	-2	7	7	-2	-3	-4	7	4	1	2
CCC(=O)N1c2ccc(S(=O)(=O)N3CCN(CC)CC3)cc2CC1C (stereo not drawn)	-8	-3	3	-26	-1	-1	-9	2	8	18	0
Cc1cc(C(=O)Nc2cccc3cccnc23)ccc1[N+](=O)[O-]	-38	5	-9	3	-7	1	-14	-62	-13	-46	-2
O=C(OCc1nnc(-c2ccccc2)o1)C1CC(=O)N(c2ccccc2)C1 (stereo not drawn)	-1	-4	-1	-15	-7	-3	6	-3	-27	-2	8
OC(COc1c(Cl)cc(Cl)cc1Cl)CN1CCCCC1 (stereo not drawn)	-14	5	-3	-1	-15	0	-28	19	0	21	11
COc1ccc(C(=O)[C@H]2[C@H]3C(=O)N(c4ccc(OC(C)=O)cc4)C(=O)[C@H]3C3C=CC=NN32)cc1 (stereo partly drawn)	-7	-16	4	-5	1	-8	13	10	5	-30	-4
CN(c1ccccc1C(=O)Nc1cccc(C(F)(F)F)c1)S(C)(=O)=O	4	-9	1	7	-8	11	10	20	5	10	-4
Cc1ccccc1NC(=O)c1c(Cl)nc(C)c(Cl)c1C	9	-5	-149	-4	11	4	1	16	15	-10	-8
CN1CCC(OC(=O)COc2ccc(F)cc2)CC1	-6	-6	3	0	-8	-7	9	2	-20	-20	-3
CNC(=S)Nc1ccc([N+](=O)[O-])c(C)c1	-26	-13	12	5	0	-5	-9	-7	6	-14	-16
Cc1nnc(SCC(=O)Nc2ccccc2F)n(N)c1=O	1	-12	-1	-1	-7	-6	0	-6	0	-10	.
COc1ccc(C2CC(=O)CCN2S(=O)(=O)c2ccc(C)cc2)cc1 (stereo not drawn)	-2	-4	-5	19	-8	0	-5	2	0	-15	8
CCOP(=O)(OCC)C(Nc1ccccc1)c1ccco1 (stereo not drawn)	5	-3	6	14	-1	-6	1	9	9	-18	-6

For convenience, 2 of the compounds above:
SMILES	TROY NFkB inh	TRAIL sens C8	TLR9-MyD88 inh	NR5A2 inv ag	NOD2-RIPK2 inh	EBV LMP1 NFkB	COUP-TFII inh	NCOA3 inh	SRC1 inh	SRC2 inh	Vif imaging
COc1ccccc1C(=O)N/N=C/c1ccc(Cl)s1	-32	1	4	-32	1	4	-18	-15	-18	-11	-5
CSc1ncccc1C(=O)OCC(=O)c1ccccc1	11	1	2	3	-6	-1	-11	13	-27	-13	7

(list continues)
SMILES	TROY NFkB inh	TRAIL sens C8	TLR9-MyD88 inh	NR5A2 inv ag	NOD2-RIPK2 inh	EBV LMP1 NFkB	COUP-TFII inh	NCOA3 inh	SRC1 inh	SRC2 inh	Vif imaging
O=C(CC(c1ccco1)S(=O)(=O)c1ccccc1)c1ccc(F)cc1 (stereo not drawn)	4	-6	0	-9	-2	1	-4	5	-19	-3	-4
Oc1cccc(Oc2ncc(C(F)(F)F)cc2Cl)c1	6	-2	-1	9	-2	4	-5	-17	5	-6	3
COCCCC1CCN(C(=O)C2CCC(=O)N(CCc3cccc(F)c3)C2)CC1 (stereo not drawn)	8	-18	-9	-19	2	-5	9	1	-7	-5	-7
CC(=O)c1ccccc1OC(=O)c1c(F)cccc1F	-3	-1	-1	5	-4	-5	7	-15	-34	-10	-7
CC(NCc1ccc2c(c1)OCO2)C(=O)N1CCc2ccccc21 (stereo not drawn)	19	12	-11	4	11	1	-24	1	13	-19	-8
CCOC(=O)N1CCN(C(=O)CSc2nnc(CNC(=O)c3c(F)cccc3Cl)o2)CC1	-12	-9	3	5	-3	-4	-7	10	-12	-9	-1
COc1ccc(CCN2C(=O)COc3ccccc3C2C(=O)NCc2ccccc2)cc1OC (stereo not drawn)	-10	6	.	2	1	.	10	.	.	-1	.
Cc1csc(NC(=O)CSc2nnnn2C)n1	-37	3	7	-63	6	-36	-25	-31	-37	-22	-1
COc1ccc(/C=C/C2=Nc3ccccc3NC(C)(C)C2)cc1OC	20	12	-2	-97	-2	-15	-43	-52	-94	-50	1
O=C(CSc1nnc(NC(=O)C2CC2)s1)Nc1ccccc1C(F)(F)F	15	2	-9	6	2	3	-4	5	-9	-15	-3
CCNC(=S)Nc1ccc2c(c1)c(=O)n(C)n2-c1cc(C)cc(C)c1	3	-1	.	-16	6	.	-2	-2	-13	14	16
CC(C)C1C(=O)N(Cc2cn(Cc3ccco3)nn2)CCS(=O)(=O)N1Cc1ccc(-c2ccc(F)nc2)cc1 (stereo not drawn)	-3	-7	-5	-6	-2	-5	6	8	-17	7	-1
COc1cc(OC)c(OC)cc1/C=N/NC(=O)c1ccc(=O)n(C)c1	-15	-12	-4	13	-4	3	7	32	9	-37	9
Cc1cc(C(F)(F)F)nn2cnnc12	-2	-3	0	-3	-1	2	18	-4	-26	-15	-5
CC(C)c1ccc(-c2c(C#N)c(N)nc3c2CCCCC3)cc1	2	0	5	-16	4	-10	4	6	-8	10	-2
O=C(NCC1COc2ccccc2O1)c1cccc(S(=O)(=O)N2CCOCC2)c1 (stereo not drawn)	-1	-3	3	2	-4	-5	9	-10	2	23	-4
CCc1nnc(NS(=O)(=O)c2ccc(N/C=C\C(=O)c3cccc4ccccc34)cc2)s1	-17	4	3	-67	3	10	-1	8	3	5	-5
CCOC(=O)C1CN(S(=O)(=O)c2ccccc2)C1	0	-8	6	2	2	0	-11	-51	2	-4	-7
Cc1ccc2cccc(Oc3nnnn3-c3ccccc3)c2n1	0	-15	-10	-10	-2	5	1	-9	6	-18	-3
O=C(NC1CCCC1)C(c1ccsc1)N(CCc1ccccc1)C(=O)Cc1cccs1 (stereo not drawn)	12	-5	0	0	0	-4	5	2	10	-12	1
CCC(C(=O)N1CCC(N2CCCCC2)CC1)n1nc(C)c2sc3ccccc3c2c1=O (stereo not drawn)	-15	7	-7	1	6	-1	15	1	-14	-5	-1
CCOc1ccc(Br)cc1S(=O)(=O)Nc1cccc(S(=O)(=O)N(CC)CC)c1	17	6	1	-37	-6	-25	-5	9	-6	-17	-14
CCCC(=O)Nc1ccc2c(c1)nc1n2CCSC1	6	17	1	-28	0	-2	-23	-28	-30	-26	28
CC1(OC(=O)C2CCCC2)C(=O)C=C2C=C(c3ccsc3)N(CCc3ccccn3)C=C2C1=O (stereo not drawn)	-6	0	-6	-14	-11	2	-11	5	-14	-1	3
FC(F)Oc1ccc(NC(=S)NCc2ccccc2)cc1	-4	3	-13	24	12	39	-2	-6	-20	-25	-6
O=C1CSC(c2ccccc2)N1Nc1nc(N2CCOCC2)nc(N2CCOCC2)n1 (stereo not drawn)	-25	-4	7	5	7	3	6	0	-63	2	22
Cc1ccc(-c2cc(C(=O)Nc3nn[nH]n3)c3ccccc3n2)cc1	-6	12	-2	5	1	5	4	3	0	-17	-2
CCOc1ccccc1N(CC(=O)Nc1ccccc1)S(=O)(=O)c1ccccc1	4	10	2	-7	6	-5	-6	-8	-23	-5	11
O=C(c1ccco1)N1CCN(C(=O)N2CCCC2)CC1	18	2	-6	18	4	-1	15	8	16	-8	-5
Fc1ccc(-c2nc3ccc(Br)cn3c2Cc2ccccc2)cc1	-77	25	1	-25	0	0	-12	-19	-56	-2	3
C/C(=N\NC(=O)c1ccc(NS(=O)(=O)c2cccs2)cc1)c1cccs1	7	0	2	-10	-9	9	-4	20	-4	-14	19
CCOC(=O)c1ccc(N2C(=O)c3n[nH]c(C)c3C2c2ccccc2)cc1 (stereo not drawn)	13	-1	0	16	-9	6	-14	11	-9	-11	-7
CCOc1ccc(CCNC(=O)COC(=O)c2ccc(C)c([N+](=O)[O-])c2)cc1OCC	17	-3	-11	10	-1	-2	15	-5	-14	8	.
CCCCc1cc(=O)oc2c(CN(CC)CC)c(O)c(Cl)cc12	7	-5	-3	-2	-10	1	5	14	-17	-14	-1
Cc1cc2sc(NC(=O)c3ccco3)nc2cc1Cl	-31	42	2	-153	1	-44	-14	-107	-138	-117	-3
CS(=O)(=O)c1cc(N2CCOCC2)ccc1CNC[C@H]1O[C@@H](n2cnc3c(=O)[nH]c(N)nc32)[C@H](O)[C@@H]1O	-3	3	.	-11	-8	.	5	-1	12	17	.
CC(C)C12CN3CCN(CC(C3)/C1=N\NC(=O)Nc1ccccc1)C2	12	-10	-19	-10	1	1	8	-16	-14	-6	-8
CCc1nnc(NC(=O)CSc2nnc(Cc3ccc(OC)cc3)o2)s1	-6	-1	6	22	2	-1	6	10	0	-8	?
COc1ccc(/C=N/OCC(=O)OCC(=O)N(C)c2ccccc2)cc1	-3	25	8	-6	3	-4	-10	8	-10	-45	18

Exported with two lines to a compound: 7 of the compounds above
Below each compound – TROY NFkB inh	TRAIL sens C8	TLR9-MyD88 inh	NR5A2 inv ag	NOD2-RIPK2 inh	EBV LMP1 NFkB	COUP-TFII inh	NCOA3 inh	SRC1 inh	SRC2 inh	Vif imaging
- CCOc1ccc(CCNC(=O)COC(=O)c2ccc(C)c([N+](=O)[O-])c2)cc1OCC
    17	-3	-11	10	-1	-2	15	-5	-14	8	.
- CCCCc1cc(=O)oc2c(CN(CC)CC)c(O)c(Cl)cc12
    7	-5	-3	-2	-10	1	5	14	-17	-14	-1
- Cc1cc2sc(NC(=O)c3ccco3)nc2cc1Cl
    -31	42	2	-153	1	-44	-14	-107	-138	-117	-3
- CS(=O)(=O)c1cc(N2CCOCC2)ccc1CNC[C@H]1O[C@@H](n2cnc3c(=O)[nH]c(N)nc32)[C@H](O)[C@@H]1O
    -3	3	.	-11	-8	.	5	-1	12	17	.
- CC(C)C12CN3CCN(CC(C3)/C1=N\NC(=O)Nc1ccccc1)C2
    12	-10	-19	-10	1	1	8	-16	-14	-6	-8
- CCc1nnc(NC(=O)CSc2nnc(Cc3ccc(OC)cc3)o2)s1
    -6	-1	6	22	2	-1	6	10	0	-8	?
- COc1ccc(/C=N/OCC(=O)OCC(=O)N(C)c2ccccc2)cc1
    -3	25	8	-6	3	-4	-10	8	-10	-45	18
